Screens: PubChem BioAssay, Broad Institute
E-selectin induc: E-selectin induction in HUVECs, primary screen, imaging, HUVEC, immunofluorescence imaging, single point | P16581 | normalized: neutral wells 0, TNF-alpha wells 100 | activation, % at 7.58 µM | hit rate 0.37% among 260,000 | AID 686992, 2013;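 active = mean E-selectin-positive cell signal at least 10% of the positive control, reached in at least 60% of replicates, without over 20% cell loss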;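 note: in these data hits start at about 27%; measured in HUVEC primary endothelial cells; signal is the percent of cells scored E-selectin positive by PE staining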
Target sequence (P16581 whole entry, looked up): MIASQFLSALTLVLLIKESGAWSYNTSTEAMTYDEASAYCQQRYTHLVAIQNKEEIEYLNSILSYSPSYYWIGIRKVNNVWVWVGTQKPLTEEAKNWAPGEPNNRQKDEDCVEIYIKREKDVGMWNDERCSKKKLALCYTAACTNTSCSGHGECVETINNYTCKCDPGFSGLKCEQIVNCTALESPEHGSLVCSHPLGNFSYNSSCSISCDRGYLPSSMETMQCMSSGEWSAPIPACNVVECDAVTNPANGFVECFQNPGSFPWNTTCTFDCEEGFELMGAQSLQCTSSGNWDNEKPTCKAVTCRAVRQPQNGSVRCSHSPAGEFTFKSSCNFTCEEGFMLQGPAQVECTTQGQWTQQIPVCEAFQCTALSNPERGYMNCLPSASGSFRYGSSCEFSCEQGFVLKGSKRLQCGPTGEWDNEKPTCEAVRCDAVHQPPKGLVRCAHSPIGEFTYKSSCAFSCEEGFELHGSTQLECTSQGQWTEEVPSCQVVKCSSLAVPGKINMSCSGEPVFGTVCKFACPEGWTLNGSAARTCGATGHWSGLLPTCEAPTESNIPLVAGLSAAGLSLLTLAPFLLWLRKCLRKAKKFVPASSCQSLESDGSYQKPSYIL
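Test system: HUVEC; input: 3,000 HUVEC/well; measured by: immunofluorescence imaging; read-out: % PE-positive cells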
ERAP1 HTS inh: human ERAP1 aminopeptidase inhibitors, primary screen, biochemical, single point, plate reader; inhibition, % at 10.7 µM; hit rate 0.15% among 340,000; recombinant ERAP1, Leu-AMC fluorescence, 60 min; Endoplasmic reticulum aminopeptidase 1 (Homo sapiens), Q9NZ08;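 active = mean replicate inhibition of at least 30%, or all replicates individually reaching that 30% level; inactive = mean below 30% and not every replicate reaching it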;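 note: 0% = neutral control wells and 100% = L-leucinethiol positive control wells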
RAD54 inh: inhibitors of human RAD54 branch migration, primary screen, biochemical, fluorescence, single point. RAD54 Holliday junction branch migration, FAM/BHQ fluorescence. hit rate 0.14% among 360,000. inhibition, % at 10.4 µM. DNA repair and recombination protein RAD54-like (Homo sapiens), Q92698;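 active = mean normalized replicate activity at least 40 and at least half of replicates scoring 40 or more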;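 note: 0% = median of neutral control wells and 100% = median of positive control wells; inhibitors cause a drop in the FAM fluorescence signal; in these data hits start at about 50%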
PGC1a acetyl inh: inhibitors of PGC1a acetylation signal, primary screen, cell-based, U2OS, AlphaScreen, inhibitor mode; AlphaScreen anti-acetyl-lysine; with virally co-expressed GCN5 acetyltransferase; inhibition, % at 15.6 µM; hit rate 0.17% among 350,000;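 active = every replicate shows inhibition of at least 40%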;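 note: 0% = neutral control wells and 100% = positive control wells; some results beyond the cut were filed as inactive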
PglD DTNB: C. jejuni PglD acetyltransferase inhibitors, primary screen, biochemical, DTNB colorimetric, single point | UDP-N-acetylbacillosamine N-acetyltransferase PglD (Campylobacter jejuni) | purified PglD enzyme, DTNB colorimetric CoA detection | inhibition, % at 12.5 µM | hit rate 0.098% among 360,000; in the data active = inhibition above about 16%, passing the limit was not always enough; note: strong numbers were not always called active
miR122 inh: miR-122 Renilla sensor signal increase in Huh7, primary screen, miR-122 inhibitor project, cell-based, single point, plate reader; Huh7 miR-122 Renilla luciferase sensor, 48 h; neutral wells = 0, positive control = 100; activation (reporter increase), % at 12.5 µM; hit rate 0.3% among 340,000; AID 602342, 2012;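 active = mean replicate activation score at least 90 and every replicate individually at or above 90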;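 note: higher luciferase means less miR-122 activity so hits act as miR-122 inhibitors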
RAD52 inh: RAD52 DNA annealing inhibitors, primary screen, biochemical, FRET, single point, set 2; DNA repair protein RAD52 homolog (Homo sapiens), P43351; recombinant RAD52 DNA annealing, FRET fluorescence; inhibition, % at 18.7 µM; hit rate 0.46% among 360,000;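 active = every replicate showing at least 50% inhibition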
Target sequence (P43351 whole entry, looked up): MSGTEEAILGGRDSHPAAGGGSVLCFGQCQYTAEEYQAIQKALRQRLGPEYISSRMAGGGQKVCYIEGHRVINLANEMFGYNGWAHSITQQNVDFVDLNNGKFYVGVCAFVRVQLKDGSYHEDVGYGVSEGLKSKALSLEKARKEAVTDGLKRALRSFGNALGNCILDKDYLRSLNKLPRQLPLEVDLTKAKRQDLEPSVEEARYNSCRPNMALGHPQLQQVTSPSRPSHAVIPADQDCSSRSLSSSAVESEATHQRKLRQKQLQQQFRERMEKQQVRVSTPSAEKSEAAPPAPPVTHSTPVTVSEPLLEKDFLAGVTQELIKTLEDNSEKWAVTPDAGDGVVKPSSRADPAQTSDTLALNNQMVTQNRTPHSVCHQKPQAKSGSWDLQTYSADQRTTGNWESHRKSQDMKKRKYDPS
Cneo AK release: Cryptococcus neoformans cell lysis inducers, primary screen, AK release luminescence, single concentration. C. neoformans lysis, adenylate kinase release luminescence, 4 h; normalised: neutral wells 0, clomiphene wells 100. lysis activity, % at 15 µM. hit rate 0.2% among 360,000;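 active = mean lysis activity across replicates of at least 80%, whatever share of replicates individually reach that level; inactive = mean lysis activity below 80%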
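Assay system: C. neoformans cells. Amount: yeast cell density of 5 × 10^6 cells/mL. Technique: AK luminescence. Buffer or medium: YPD. Times: static 4 h at 37 °C with compound, 1 h detection. Dosing: single-point compound dose. Read-out: lysis from increased AK signal.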
The depositor's hits bear a star; · = no result given; & = joins results of further samples; [ ] = another dose, or the depositor's remark.

Structure	E-selectin induc	ERAP1 HTS inh	RAD54 inh	PGC1a acetyl inh	PglD DTNB	miR122 inh	RAD52 inh	Cneo AK release
Cc1ccc(C(=O)OCC(=O)Nc2cccc(S(=O)(=O)NC3=NCCCCC3)c2)c(C)c1	0.4	-2.7	-1.8	-28.0	8.9	·	-4.7	-1.6
CO[C@@H]1CN(C)C(=O)c2ccc(NC(=O)c3ccccc3F)cc2OC[C@@H](C)NC[C@@H]1C	-0.2	-1.3	5.0	-1.1	0.7	-9.8[16.7 µM]	-8.2	1.6
Cc1cccc(C)c1NC(=S)NNc1ncc(C(F)(F)F)cc1Cl	·	·	7.8	11.0	-0.3	-0.9	·	-0.3
CCCc1cc(=O)[nH]c(/N=C(\N)Nc2ccccc2)n1	·	-1.4	-4.0	·	-4.7	0.0	-7.2	0.7
Cc1ccc(SCC(=O)NCc2ccccc2C)cc1	·	1.7	-7.7	·	6.3	0.9	-17.4	-0.6
CO[C@@H]1CC[C@@H]2CCOc3c(C#N)cccc3C(=O)N(C)C[C@H](c3ccccc3)CC(=O)N(C)C[C@H]1O2	0.0	1.9	8.7	10.1	3.6	·	1.4	57.6
O=C(CSc1nnc(CNC(=O)c2ccco2)o1)c1ccc(Cl)cc1	·	·	1.0	1.8	1.6	5.2	·	1.8
O=C(Nc1nnc(-c2ccc(Cl)s2)o1)C1CCCCC1	·	·	-2.6	-8.0	-3.9	-7.3	-5.8	-2.2
COc1ccccc1CNS(=O)(=O)c1cc(C(=O)NCc2ccccn2)c(Cl)cc1Cl	-0.2	0.8	9.7	·	1.2	21.0	-7.0	-0.5
CCc1noc(C)c1C(=O)Nc1ncc(C)s1	·	·	4.4	1.3	-1.4	5.1	·	-2.6
COc1ccc(CNC(=O)CCc2c(C)nc3ncnn3c2C)cc1	·	·	-16.0	-3.6	4.2	3.0	·	-1.0
CN1CCN(C(=O)c2cnn(-c3ccccc3)c2NC(=O)c2ccccc2F)CC1	·	·	-2.1	7.2	3.6	0.0	·	-0.8
C[C@H](CO)N1C[C@H](C)[C@@H](CN(C)S(=O)(=O)c2cccs2)Oc2ccc(NC(=O)Nc3ccc4c(c3)OCO4)cc2C1=O	0.1&1.1	-1.5&-1.9	1.6&0.4	1.2&4.1	4.6&-2.6	5.2[16.7 µM]	-4.5&-18.4	-0.5&-1.3
COc1ccccc1N1CCN(S(=O)(=O)c2cnc[nH]2)CC1	·	4.0	-7.6	·	0.9	0.0	-3.5	-1.6
COCCNC(=O)C[C@@H]1C[C@@H]2c3cc(NC(=O)Nc4ccc(C(F)(F)F)cc4)ccc3O[C@@H]2[C@H](CO)O1	-0.4	-2.4	-4.2	5.0	-1.3	4.3[16.7 µM]	-17.5	-2.0
O=[N+]([O-])c1ccc(S(=O)(=O)CC(CN2CCOCC2)N2CCOCC2)cc1 (stereo not given)	·	-0.5	6.6	-42.8	0.3	-7.9	-24.3	2.5
Cc1cc(NC(=O)C(C)SCC(=O)Nc2nnc(CC(C)C)s2)no1 (stereo not given)	0.2	-1.6	-2.1	-7.3	-4.4	-6.7	-13.1	-2.6
Cc1cc(C(=O)Nc2cccc3c2O[C@@H](CN(C)S(=O)(=O)c2c(C)noc2C)[C@@H](C)CN([C@@H](C)CO)C3=O)n(C)n1	-0.1	·	0.8	9.0	7.2	57.3[16.7 µM]	-9.3	-4.3
O=C(/C=C/c1ccccc1)Nc1cccnc1Oc1ccccc1F	-0.3	-1.2	-0.4	3.7	-0.3	5.1	-13.3	-9.0
CO[C@@H]1CN(C)C(=O)c2cc(NC(=O)CC(F)(F)F)ccc2OC[C@H](C)N(CC2CC2)C[C@H]1C	0.0	-0.1	·	-13.4	·	·	-12.5	·
COCC(=O)N1C[C@@H](C)[C@@H](OC)CN(C)C(=O)c2cc(NC(=O)c3ccc(OC)cc3)ccc2OC[C@H]1C	-0.4	1.7	13.0	-6.9	-1.7	19.1[16.7 µM]	5.0	-1.1
C[C@@H]1CN([C@@H](C)CO)C(=O)Cc2cc(NC(=O)CCC(F)(F)F)ccc2O[C@@H]1CN(C)Cc1ccncc1	-6.8	-2.6	0.4	0.2	-0.1	-5.0[16.7 µM]	-14.7	1.3
COc1ccc(OCCC(=O)N2CCCCC2)cc1	·	·	-5.7	-8.8	6.9	-0.5	·	-0.3
Cc1cc(-n2nc(C)cc2C)n2nc(C)c(-c3ccc(Cl)cc3)c2n1	·	·	-13.0	11.2	-2.3	-1.3	·	-4.8
CN(C)C(=O)C[C@@H]1CC[C@H]2[C@H](COc3ccc(NC(=O)C4CCOCC4)cc3C(=O)N2C)O1	2.1	-0.4	-6.7	-6.3	0.2	-2.9[16.7 µM]	-2.4	49.9
CO[C@@H]1CN(C)C(=O)c2cc(NC(=O)C3CC3)ccc2OC[C@H](C)N(C(C)=O)C[C@H]1C	-0.2	1.4	-3.6	6.9	-2.3	·	-2.5	-12.7
Cc1ccc2c(c1)CN1CN2Cc2cc(C)ccc21	·	·	10.5	1.0	-1.0	-12.3	·	15.3
O=C(NC1CCN(Cc2ccccc2)CC1)c1c(Cl)cccc1Cl	-0.2	-0.1	-1.4	-1.2	·	-6.4	-6.1	2.2
CC(=O)Nc1ccc(S(=O)(=O)N(CC(=O)NCC2CCCO2)Cc2ccccc2Cl)cc1 (stereo not given)	0.9	-0.5	0.0	12.3	-10.0	6.9	-7.4	0.6
COc1cccc(CNC(=O)C[C@H]2CC[C@@H](NC(=O)C3CC3)[C@H](CO)O2)c1	-0.1	1.3	-1.8	4.8	-0.5	·	-8.6	-1.4
COCC(=O)N1CC2(C1)[C@@H](c1ccc(-c3ccc(F)cc3)cc1)[C@H](CO)N2C(=O)C1CC1	-0.3	1.3	·	-3.3	·	·	-37.4	·
CCOc1ccc(C2=CSC3=NCCN23)cc1Cl	·	-0.5	-7.4	-1.0	4.4	-3.7	-17.2	1.7
C[C@@H]1CCCCO[C@H](CN(C)S(=O)(=O)c2cccs2)[C@H](C)CN([C@H](C)CO)C(=O)c2cc(NC(=O)c3ccccc3)ccc2O1	0.5	·	-14.5	-5.1	0.0	9.0[16.7 µM]	·	12.5
O=C(COC(=O)C1COc2ccccc2O1)c1ccccc1 (stereo not given)	0.4	-0.1	1.2	-8.2	6.8	-3.0	-9.2	2.5
COC(=O)C[C@@H]1C[C@@H]2c3cc(NC(=O)Nc4ccc(F)cc4)ccc3O[C@@H]2[C@@H](CO)O1	5.0	·	-0.3	0.8	7.2	5.4[16.7 µM]	·	-1.7
OCCNc1nc(-c2ccccc2)c2cc(Cl)ccc2n1	4.7	-28.8	1.4	2.4	·	-3.2	7.0	0.0
Cc1[nH]c2ccccc2c1C(=O)C(=O)N1c2ccccc2CC1C (stereo not given)	·	0.0	7.5	3.2	11.9	3.7	2.5	-1.4
CCCCN(CCCC)S(=O)(=O)c1ccc(NC(=O)c2cccs2)cc1	·	·	4.1	10.9	-3.1	87.8	·	2.3
CCOc1ccc2nc(NCCNC(=O)C(C)C)c(C)cc2c1	·	·	4.2	4.4	-4.3	8.4	·	0.8
CC(=O)N1N=C(c2ccncc2)OC12CCCCCC2	·	8.6	-5.3	3.0	7.1	-3.0	5.0	1.6

An excerpt from above, showing only E-selectin induc, PGC1a acetyl inh and RAD52 inh:
molecule | E-selectin induc | PGC1a acetyl inh | RAD52 inh
Cc1[nH]c2ccccc2c1C(=O)C(=O)N1c2ccccc2CC1C (stereo not given) | · | 3.2 | 2.5
CCCCN(CCCC)S(=O)(=O)c1ccc(NC(=O)c2cccs2)cc1 | · | 10.9 | ·
CCOc1ccc2nc(NCCNC(=O)C(C)C)c(C)cc2c1 | · | 4.4 | ·
CC(=O)N1N=C(c2ccncc2)OC12CCCCCC2 | · | 3.0 | 5.0

Later entries:
Structure	E-selectin induc	ERAP1 HTS inh	RAD54 inh	PGC1a acetyl inh	PglD DTNB	miR122 inh	RAD52 inh	Cneo AK release
Cn1nccc1C(=O)Nc1ccc(Cl)cc1	·	3.1	-0.2	-0.1	1.4	2.5	-5.0	-0.6
CCCNC(=O)C[C@@H]1C[C@H]2c3cc(NC(=O)COC)ccc3O[C@H]2[C@@H](CO)O1	-0.2	0.1	11.0	5.8	2.0	5.7[16.7 µM]	-8.5	-16.7
CN1CCC(OC(c2ccccc2)c2ccccc2)CC1	0.0	-0.5	-24.5	-3.8	-3.3	0.0	-14.0	0.2
CCOC(=O)c1[nH]c2ccc(OCC)cc2c1NC(=O)CN1CCN(c2ccccn2)CC1	·	·	2.1	-15.1	3.0	-8.0	·	1.1
Cc1noc(C)c1S(=O)(=O)N1CCN(c2ccccc2)CC1	·	2.0	4.6	·	-2.5	·	-3.6	-1.7
O=C(Cn1cnc2ccccc2c1=O)Nc1cccc(S(=O)(=O)N2CCCCC2)c1	·	-1.2	-4.8	-5.4	2.0	·	-24.8	-0.7
Cc1cccc(C)c1Nc1c(-c2ccccc2O)nc2ncccn12	-2.0	0.5	·	5.8	·	·	-14.3	·
O=S(=O)(c1ccccc1)N1N=C(c2ccc(Cl)cc2)CC1c1ccco1 (stereo not given)	-0.2	-6.5	-4.7	-6.0	-4.6	9.5	-28.1	0.9

Some of the entries so far, as labelled records:
CCOC(=O)c1[nH]c2ccc(OCC)cc2c1NC(=O)CN1CCN(c2ccccn2)CC1
  E-selectin induc: ·
  ERAP1 HTS inh: ·
  RAD54 inh: 2.1
  PGC1a acetyl inh: -15.1
  PglD DTNB: 3.0
  miR122 inh: -8.0
  RAD52 inh: ·
  Cneo AK release: 1.1
Cc1noc(C)c1S(=O)(=O)N1CCN(c2ccccc2)CC1
  E-selectin induc: ·
  ERAP1 HTS inh: 2.0
  RAD54 inh: 4.6
  PGC1a acetyl inh: ·
  PglD DTNB: -2.5
  miR122 inh: ·
  RAD52 inh: -3.6
  Cneo AK release: -1.7

(continued)
Structure	E-selectin induc	ERAP1 HTS inh	RAD54 inh	PGC1a acetyl inh	PglD DTNB	miR122 inh	RAD52 inh	Cneo AK release
O=C(O)CCc1nn2c3ccccc3n(Cc3ccccc3F)c2nc1=O	-1.0	-1.1	-8.3	8.0	-7.3	-6.8	-19.6	-0.3
O=C(c1cc2cc([N+](=O)[O-])ccc2oc1=O)N1CCN(c2ncccn2)CC1	·	·	6.3	3.2	3.5	-6.1	·	-7.8
CC(Oc1ccc(F)cc1F)C(=O)/C=C/N(C)C (stereo not given)	·	0.2	0.6	0.1	3.0	-5.6	-8.9	2.1
CC1CCN(S(=O)(=O)c2cccc(C(=O)N(C)C3(C)CCS(=O)(=O)C3)c2)CC1 (stereo not given)	·	-0.6	5.1	·	-3.2	-2.9	-10.8	0.1
CO[C@@H]1CN(C)C(=O)c2ccc(NS(C)(=O)=O)cc2OC[C@@H](C)N(C(=O)CN(C)C)C[C@@H]1C	0.0	1.4	-3.5	-6.3	3.9	-17.0[16.7 µM]	-6.4	0.0
O=C(Nc1cccc(F)c1)c1ccc(Br)o1	·	1.8	3.0	17.7	3.4	-5.3	-14.9	0.1
CCS(=O)(=O)Nc1ccc2c(c1)C(=O)N(C)[C@@H]1CC[C@H](CC(=O)NC)O[C@H]1CO2	0.1	-2.0	0.9	-2.5	-3.0	-8.3[16.7 µM]	0.1	0.7
Cc1cc([N+](=O)[O-])ccc1NC(=O)CSc1nccc(=O)[nH]1	-0.2	-4.9	1.8	-9.4	-7.7	-0.4	-15.1	-1.1
Cc1cc(SCc2cccc(Cl)c2)nc(=O)[nH]1	·	2.3	1.8	-2.0	2.2	-1.5	-13.3	0.3
